High-throughput results (PubChem BioAssay)
Pf growth 48h: inhibits P. falciparum growth in the first generation, 48 h | P. falciparum luciferase growth in erythrocytes, 48 h | Potency, µM (titrated, usually from 28.7 µM), for inactives: top-dose activity change, negative = inhibition, most hits filed as inhibitors | 310,000 compounds, 5.9% hits; also: potency is read from the fitted curve at half-maximal effect; % is scaled to controls: 0 for no effect and ±100 for the full control effect
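Compounds are pin-transferred into medium, infected erythrocytes (2% hematocrit, 0.1% parasitemia final) are added, and plates sit one parasite generation at 37 C in 5% CO2. Detection reagent is then added and luminescence measured.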
Cycloheximide cs: counter-screen for Shiga toxin inhibitors: cycloheximide protein synthesis inhibition; cell reporter, cycloheximide protein synthesis inhibition counterscreen; max response, %; 300,000 compounds, 12% hits; AID 2314; in the data active = max response mostly above about 13%, no sharp cut-off; inactive = mostly below about 14%; also: read at 38.3 µM for the half of the compounds with a filed dose; 0% is about no effect
LmPK inh: blocks Leishmania mexicana pyruvate kinase activity; Q27686; purified LmPK, Kinase-Glo ATP luminescence, 1 h; Potency, µM (top dose mostly 57.5 µM), without a hit: at the top dose activity change, negative = inhibition, usual class: inhibitors; 290,000 compounds, 0.37% hits; also: potency is read from the fitted curve at half-maximal effect; % is scaled to controls: 0 for no effect and ±100 for the full control effect
Target sequence (Q27686 whole entry, looked up): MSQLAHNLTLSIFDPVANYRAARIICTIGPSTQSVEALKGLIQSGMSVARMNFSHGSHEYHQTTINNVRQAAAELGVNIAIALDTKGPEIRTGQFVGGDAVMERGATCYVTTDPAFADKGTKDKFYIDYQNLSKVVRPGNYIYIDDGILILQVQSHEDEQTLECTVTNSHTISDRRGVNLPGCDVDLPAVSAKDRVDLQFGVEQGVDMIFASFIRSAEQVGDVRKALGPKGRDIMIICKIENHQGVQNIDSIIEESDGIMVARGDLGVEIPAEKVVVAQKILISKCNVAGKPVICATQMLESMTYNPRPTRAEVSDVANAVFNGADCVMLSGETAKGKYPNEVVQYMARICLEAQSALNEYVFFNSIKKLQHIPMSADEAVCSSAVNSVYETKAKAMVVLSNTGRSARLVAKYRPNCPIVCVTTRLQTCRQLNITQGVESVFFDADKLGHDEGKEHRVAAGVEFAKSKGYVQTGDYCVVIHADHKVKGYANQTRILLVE
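Kinase-Glo luminescence read after 1 h RT reaction of 0.1 nM LmPK with 0.5 mM PEP and 0.1 mM ADP. Activity scaled between uninhibited and enzyme-free controls.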
Pf growth 96h: P. falciparum growth inhibition at 96 hour, primary screen for plastid delayed-death inhibitors; P. falciparum luciferase reporter growth, 96 h; Potency, µM (doses to about 28.7 µM), inactives show at the highest dose activity change, negative = inhibition, usual class: inhibitors; 320,000 compounds, 6.9% hits; AID 504834; also: potency is read from the fitted curve at half-maximal effect; % is scaled to controls: 0 for no effect and ±100 for the full control effect
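Delayed-death screen, second-generation endpoint: infected erythrocytes, 2% hematocrit, 0.05% parasitemia final; 96 hours at 37 C, 5% CO2; luciferase detection reagent; luminescence decrease equals reduced growth.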
AmpC inh no detg: inhibitors of E. coli AmpC beta-lactamase without detergent. P00811. AmpC nitrocefin hydrolysis, absorbance 480 nm, 0.0001% Triton. Potency, µM (titrated, usually from 57.1 µM), without a hit: at the highest dose activity change, negative = inhibition, most hits filed as inhibitors. 330,000 compounds, 0.52% hits. AID 485341;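 also: potency is read from the fitted curve at half-maximal effect; plate controls were no compound for no effect and no enzyme for full effect; nearly all actives have a fitted effect of over 20% in size; some results filed as inactive show a strong effect at the top dose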
Target sequence (P00811 whole entry, looked up): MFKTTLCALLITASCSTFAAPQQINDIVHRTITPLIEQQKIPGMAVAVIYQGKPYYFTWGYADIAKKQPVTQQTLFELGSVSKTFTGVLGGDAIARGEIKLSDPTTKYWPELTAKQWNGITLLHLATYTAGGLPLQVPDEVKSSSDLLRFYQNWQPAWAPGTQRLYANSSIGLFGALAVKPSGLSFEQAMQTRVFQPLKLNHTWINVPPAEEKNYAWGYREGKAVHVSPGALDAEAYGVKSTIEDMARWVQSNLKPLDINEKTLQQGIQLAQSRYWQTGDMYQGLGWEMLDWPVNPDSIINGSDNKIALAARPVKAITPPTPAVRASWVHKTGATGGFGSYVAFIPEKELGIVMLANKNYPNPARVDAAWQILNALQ
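AmpC (5.3 nM in the dispensed reagent) in 20 mM phosphate pH 7.0 with 0.01% (detergent screen) or 0.0001% Triton X-100 was preincubated with compounds for 15 min at room temperature. Nitrocefin was then added from an 800 uM solution, and hydrolysis was followed at 480 nm.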
Shiga toxin inh: inhibitors of Shiga toxin in Vero cells. 290,000 compounds, 9.2% hits. inhibition, % at 38.7 µM. Vero cells, Shiga toxin protein synthesis inhibition reporter; in the data active = inhibition mostly above about 28%, no sharp cut-off; inactive = mostly below about 43%; also: 0% is about no effect
TbPYK inhibitor: inhibitors of Trypanosoma brucei pyruvate kinase; Q57TT1; TbPYK enzyme, Kinase-Glo Plus ATP luminescence, 45 min; Potency, µM (top dose mostly 76.8 µM), for inactives: top-dose activity, negative = inhibition, hits mostly inhibitors; 410,000 compounds, 0.12% hits; also: potency is read from the fitted curve at half-maximal effect; % is scaled to controls: 0 for no effect and ±100 for the full control effect; nearly all actives have a fitted effect of over 50% in size
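Quantitative HTS: titrated library compounds versus trypanosomal pyruvate kinase in TEA buffer (pH 7.2) containing KCl, MgCl2, BSA and Tween-20. Reactions were initiated with ADP, 130 uM final. Kinase-Glo Plus luminescence was read after 45 min at RT.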
* = called active by the depositor; ? = inconclusive; / = not tested or not shown; & = joins results of further samples; [ ] = remark or other dose. Unless noted, calls follow the shape of the dose curve; as a rule, active = well fitted curve in the direction sought with a large enough effect; inconclusive = small, poorly fitted or top-dose-only effect, or another doubt; inactive = no such curve, though single readings can be large; an effect the other way counts as inactive or inconclusive.

SMILES	Pf growth 48h	Cycloheximide cs	LmPK inh	Pf growth 96h	AmpC inh no detg	Shiga toxin inh	TbPYK inhibitor
Cc1ccc(C)c(OC(=O)CN2C(=O)c3ccccc3C2=O)c1	-7%	2	6%	?	-9%	/	2%
Cc1ccccc1N1CCN(Cc2ccc([N+](=O)[O-])o2)CC1	23%	1	-1%	?	3%	-7	-8%
Cc1ccc(-c2cc(C(=O)N3CCCC3)c3ccccc3n2)s1	-7%	20*	-6%	?	119%[activator]	52*	4%
Cc1sc2ncnc(NCCN3CCOCC3)c2c1C	-6%	1	-5%	/	-22%	-11	28%
C=CCC(=O)NC1CC(C)(C)Cc2c1cnn2-c1ccc(C)cc1 (stereo not given)	-7%	5	7%	?	33%	31	5%
O=C1C=C(NCc2ccccc2)C2(CCCCC2)O1	-11%	-3	1%	-4%[5.75 µM]	-19%	-15	-12%
Cc1ccnc(NC(=O)Cn2ccc([N+](=O)[O-])n2)c1	29%	-2	-1%	35%[activator]	-20%	21	-3%
CCN(CC(=O)Nc1ccc(NC(C)=O)cc1)C(=O)C1CC(=O)N(CCc2ccc(OC)c(OC)c2)C1 (stereo not given)	2%	/	/	-29%	-2%	/	-6%
Cc1cccc2cc(/C=N/Nc3ccc(C(=O)O)cc3)c(Cl)nc12	217%[activator]	68*	2%	384%[activator]	-45%	128*	-1%
O=C1Nc2ccccc2C(O)(C(=O)N2CCCCC2)N1c1ccccc1 (stereo not given)	13%	-3	-2%	-17%	-18%	-14	-12%
Cc1ccc(CN2CCN(/N=C\c3cccc([N+](=O)[O-])c3)CC2)cc1	17%	5	0%	-9%	12%	-7	3%
Cc1ccc(/C=N/Nc2cc(C)nc(N3CCOCC3)n2)cc1	30%	-2	10%	-1%	3%	12	-3%
CCCn1nnnc1NCc1cccc(OC)c1	23%	-3	-1%	-17%	0%	23	-2%
COc1cc(/C=c2\sc3nc(-c4ccncc4)nn3c2=O)ccc1OC(C)=O	0%	-2	2%	37%[activator]	-29%	-14	/
Cc1cccc(N2CCN(C(=O)c3nn(C)c4c3CS(=O)(=O)c3ccccc3-4)CC2)c1C	7%	-1	-4%	24%	60%[activator]	-13	-9%&-1%
c1ccc(NC2=NCCN2CCC2CCCCC2)cc1	-3%	-2	-5%	?	-15%	-13	-10%
CC(/C=N/NC(=O)c1ccncc1)=C\c1ccc(C(C)C)cc1	4.7µM*	52*	0%	5.2µM*	0%	128*	-4%
O=C(NCCCN1CCOCC1)c1cc(-c2ccc(F)cc2)nc2ccccc12	-15%	/	/	6%	63%[activator]	/	3%
COc1cccc(CNS(=O)(=O)c2cc(CN3C(=O)c4cccnc4C3=O)ccc2OC)c1	17%	2	0%	32%[activator]	6%	-4	-7%
O=C(NCc1ccccc1Cl)c1cc(C(=O)C2CC2)c[nH]1	?	1	-5%	-9%	-15%	-15	1%
O=C(NCC1CCCO1)C1CCCN(S(=O)(=O)c2cccc3nsnc23)C1 (stereo not given)	-4%	-1	2%	?	-24%	-12	3%
COc1ccc(/C=C/S(=O)(=O)NCc2ccccc2)cc1OC	12µM*	-1	-1%	39%[activator]	-3%	-10	6%
CS(=O)(=O)N1CCCC(C(=O)Nc2ccc3c(c2)OCCO3)C1 (stereo not given)	9%	12	-2%	18%	-11%	49	-4%
CC(C)(C)c1cc(CCC(=O)N2CCNCC2)c(C(C)(C)C)cc1O	?	-1	-2%	122%[activator]	19%	10	-1%
Fc1ccc(NC(=S)Nc2ccc(Cl)cc2)cc1	-19%	19	0%	0%	-32%	18	-1%
NS(=O)(=O)c1ccc(CCNC(=O)CNC(=O)c2ccccc2Br)cc1	12%	-2	1%	39%[activator]	-34%	-2	-6%
COc1cc(NS(=O)(=O)c2cccc3nsnc23)c(C(=O)O)cc1OC	-9%	4	-1%	46%[activator]	-10%	-6	3%
Cc1ccc(NC(=S)N(Cc2cccc(Br)c2)CC2CCC(C(=O)O)CC2)cc1 (stereo not given)	-5%	2	6%	0%	0%	-1	-11%
CCN(Cc1ccccc1)C(=O)CSc1ccccc1C(=O)O	10%	-2	-5%	-13%	-18%	4	8%
O=C(c1cnccn1)N1CCc2ccccc2C1	1%	1	3%	-17%	-7%	24	-2%

Single records, from the list above.
Record of CCN(Cc1ccccc1)C(=O)CSc1ccccc1C(=O)O → Pf growth 48h = 10%; Cycloheximide cs = -2; LmPK inh = -5%; Pf growth 96h = -13%; AmpC inh no detg = -18%; Shiga toxin inh = 4; TbPYK inhibitor = 8%
Record of CC(C)(C)c1cc(CCC(=O)N2CCNCC2)c(C(C)(C)C)cc1O → Pf growth 48h = ?; Cycloheximide cs = -1; LmPK inh = -2%; Pf growth 96h = 122%[activator]; AmpC inh no detg = 19%; Shiga toxin inh = 10; TbPYK inhibitor = -1%
Record of Fc1ccc(NC(=S)Nc2ccc(Cl)cc2)cc1 → Pf growth 48h = -19%; Cycloheximide cs = 19; LmPK inh = 0%; Pf growth 96h = 0%; AmpC inh no detg = -32%; Shiga toxin inh = 18; TbPYK inhibitor = -1%

Next results follow:
SMILES	Pf growth 48h	Cycloheximide cs	LmPK inh	Pf growth 96h	AmpC inh no detg	Shiga toxin inh	TbPYK inhibitor
COCC(=O)N(CCc1ccc(OC)c(OC)c1)Cc1cc2cc(C)ccc2nc1Cl	-18%	13	1%	3%	140%[activator]	9	1%
Nc1cc(C(=O)OCC(=O)NCc2ccc(F)cc2)ccc1Cl	6%	0	1%	36%[activator]	-15%	-7	2%
O=C(O)c1ccc(NNC(=S)Nc2cc(C(F)(F)F)ccc2Cl)cc1	152%[activator]	36*	3%	404%[activator]	-32%	59*	-10%
O=C(NCc1ccccc1)C(c1cccnc1)N(C(=O)c1ccccn1)c1ccc(F)cc1 (stereo not given)	-8%	-7	-5%	?	27%	-12	2%
Cc1cc(C)c(NC(=O)CNC(=O)COC(=O)/C=C/c2cccs2)c(C)c1	13%	/	/	4%	-11%	/	1%
Cc1c(C)n(CCO)c2ncnc(Nc3ccc(F)cc3)c12	-15%[0.00184 µM]	18	5%	35%[activator]	-16%	69*	0%
CC(Sc1nnc(C2CCCCC2)n1N)C(=O)NCc1ccc2c(c1)OCO2 (stereo not given)	/	-2	3%	-14%	9%	18	-12%
O=C(O)C(CC1CCCCC1)N1CCS(=O)(=O)CC1 (stereo not given)	/	3	-4%	?	-9%	-13	3%
CCN(CC)CCn1c(=N)n(CCOc2ccccc2)c2ccccc21	/	-5	-7%	8.3µM*	25%	10	0%
N#Cc1c(NCCCO)nc(NCc2ccccc2)c2c1CCN(Cc1ccccc1)C2	?	-6	7%	10µM*	65%[activator]	-10	-3%
CO/N=C(/CS(=O)(=O)c1ccc(Br)cc1)c1ccc(OC)cc1	/	1	14%	-10%	-11%	-6	-2%
CCc1cccc2c1NC(=O)C21N2CCCC2C(C(=O)c2ccc3ccccc3c2)C12C(=O)Nc1ccccc12 (stereo not given)	?	1	3%	?	-48%	-4	-12%
Cc1c(NC(=O)c2cc(-c3cccs3)on2)c(=O)n(-c2ccccc2)n1C	23%	7	1%	53%[activator]	-13%	5	-7%
O=C(Nc1ccc(NC(=O)c2ccc([N+](=O)[O-])cc2[N+](=O)[O-])cc1)c1ccco1	?	-4	6%	-17%	-50%	-6	-1%
CCC1=C(OC(=O)N(CC)CC)N2C(=O)OC(=NCc3ccccc3)[C@]2(C)[C@H]2C1=CC[C@H]1C(=O)NC(=O)[C@H]12	?	-4	-1%	-4%	51%[activator]	-13	-8%
CC(=O)N(Cc1ccco1)C1(C(=O)NC2CCCCC2)CCCCC1	1%	-4	1%	36%[activator]	6%	-12	3%
CCN(CC)S(=O)(=O)c1cccc(NC(=O)c2ccc(Br)cc2)c1	?	7	3%	-24%	-30%[11.4 µM]	11	3%
COc1ccc(C(=O)CN2C(=O)NC3(CCc4ccccc43)C2=O)c(OC)c1 (stereo not given)	10%	/	/	-18%	-24%	/	1%
Cc1cc(C)n(C(=O)c2ccncc2)n1	0%	-2	2%	/	-22%	-10	/
O=C(CCOc1ccccc1)Nc1nnc(-c2ccc3c(c2)OCCO3)o1	6%	21*	8%[11.5 µM]	21%	-30%	47	27%
Cc1ccc(/C=N/NC(=O)CNC(=O)c2cccc([N+](=O)[O-])c2C)o1	18%	-2	6%	34%[activator]	-38%	-8	2%
Cn1cccc1C1C(C#N)=C(N)OC2=C1C(=O)CC(C)(C)C2 (stereo not given)	13%	-2	-8%	75%[activator]	-3%	-8	6%
CC(=O)N1CCN(c2ccccc2NC(=O)c2ccc(-c3cccc([N+](=O)[O-])c3)o2)CC1	?	1	-2%	2%	-5%[2.29 µM]	-5	-1%
CCc1ccc(NC(=O)c2ccc3c(=O)n4c(nc3c2)CCCCC4)cc1	?	37*	2%	-21%	55%	47*	2%
Cn1ncc(N)c1C(=O)Nc1cccc(C(F)(F)F)c1	17%	3	-4%	?	0%	14	0%
O=C(COC(=O)c1cccc(O)c1)Nc1ccc(OC(F)F)cc1	-1%	11	3%[11.5 µM]	11%	-12%	21	2%
C[C@@H](C(=O)Nc1ccc2ccccc2c1)[C@H]1C[C@]1(C)[C@H](NC(=O)c1cnccn1)c1ccccc1	2.9µM*	-1	-1%	1.5µM*	26%	-14	-4%
CCn1c2ccccc2c2nc3ccccc3nc21	/	9	3%	?	27%	0	-8%
Cc1ccccc1NC(=O)CCC(=O)OCC(=O)c1ccc(-c2ccccc2)cc1	1%	30	1%	34%[activator]	-40%	12	6%
CC1(C)CC(=O)C([N+](=O)[O-])=C(NCCCO)C1	12%	-1	0%	12µM*	0%	11	16%
Cc1ccc(NC(=O)CSc2nnc(-c3cc(C)[nH]n3)n2N)cc1	-7%	11	-1%	?	1%	-3	-4%
O=C1Nc2ccccc2OC1CC(=O)N1CCCC1 (stereo not given)	21%	0	5%	-4%	-16%	-2	-10%
COc1ccc(CN2CC(C(N)=O)Oc3ccccc32)cc1F (stereo not given)	19%	2	8%	11%	-6%	-8	-1%
CCN(CC)CCNCC(=O)N1c2ccccc2CCc2ccc(NC(=O)OC)cc21	?	1	6%	?	22%	-13	-1%
COc1ccc(NC(=S)N2CCC(c3ccccc3)C2)cc1 (stereo not given)	0%[0.00184 µM]	40*	-1%	10%	-18%	84*	6%
CCOC(=O)N1CCN(C(=S)Nc2ccccc2C(C)C)CC1	-1%	7	3%	18%	-7%	-3	3%
Cc1ccccc1C(=O)NC(CC(C)C)C(=O)OCC(=O)c1c(N)n(C)c(=O)n(C)c1=O (stereo not given)	1µM*	-1	2%	?	42%	-2	5%
CCOC(=O)N1CCC(N2CCN(Cc3ccc(F)c(F)c3)C(CCO)C2)CC1 (stereo not given)	0%	-4	3%	18%	23%	-23	-5%
CCCC(=O)c1cc2ccccc2oc1=O	24%	12	-11%	0%	-2%	9	0%
CC1CCC(C(=O)NC(C(=O)Nc2ccccn2)C(C)C)CC1 (stereo not given)	-6%	-6	-4%	20%	-19%	-10	-1%
COC(=O)CSc1nnc(-c2ccoc2C)n1-c1ccc(OC)cc1	6%	-3	-1%	?	1%	-7	-18%
